Growth percent in the NCI-60 one-dose screen (48 h, 10 µM unless noted): 100 = growth as untreated, 0 = no growth, -100 = all killed.
HOP-62: HOP-62 NSCLC; AID 1794735; 80,000 tested, 3.9% active
SR: SR leukemia cells; 73,000 tested, 8.7% active
CCRF-CEM: CCRF-CEM leukemia | 77,000 tested, 7% active | AID 1794778
HOP-92: HOP-92 NSCLC cells; 71,000 tested, 6.3% active; AID 1794738
K-562: K-562 leukemia; 78,000 tested, 7.4% active; AID 1794777
MDA-MB-435: MDA-MB-435 melanoma. 82,000 tested, 7.8% active. AID 1794794
MOLT-4: MOLT-4 leukemia cells. AID 1794779. 80,000 tested, 6.9% active
RPMI-8226: RPMI-8226 leukemia cells; 77,000 tested, 7.5% active
* marks the source's active call; other numbers are inactive results; x = no result given; & = joins results of further samples. Rule for the calls: active = growth percent below 10; inactive = the rest.

Letters – A = HOP-62; B = SR; C = CCRF-CEM; D = HOP-92; E = K-562; F = MDA-MB-435; G = MOLT-4; H = RPMI-8226
#1 COc1ccc(NC(=O)Nc2ccc(OCC(=O)N=Nc3c(O)[nH]c4ccc([N+](=O)[O-])cc34)cc2)cc1
  A: 40.7 | B: 92.4 | C: 93.7 | D: 53.5 | E: 95.7 | F: 105.6 | G: 100.1 | H: 109.6
#2 CCC1C(C)(C)c2ccc(C)cc2C1(C)C (stereo not given)
  A: 93.8 | B: 89.6 | C: 97.0 | D: 91.3 | E: x | F: 105.0 | G: 100.3 | H: 97.0
#3 CCCCCCCCC/C=N/Nc1ccc([N+](=O)[O-])cn1
  A: 107.0 | B: 89.9 | C: 88.8 | D: x | E: 102.4 | F: 99.3 | G: 97.5 | H: 93.9
#4 CC(C(=O)O)N1C(=NCC(=O)c2ccccc2)NNC1(C)c1ccccc1O (stereo not given)
  A: 72.1 | B: 85.6 | C: 68.9 | D: 68.2 | E: 92.6 | F: 111.3 | G: 83.5 | H: 93.6
#5 CCOC(=O)c1nnn(-c2no[n+]([O-])c2-c2ccc(OC)cc2)c1COc1cccc2cccnc12
  A: 30.6 | B: 6.5* | C: 4.8* | D: 17.6 | E: 11.9 | F: 9.7* | G: 10.0 | H: 4.5*
#6 COc1cc2c(c(OC)c1OC)C(=O)CC(c1cccc(NC(=O)c3cc(NC(=O)[C@H](Cc4ccccc4)NC(=O)OC(C)(C)C)ccc3C)c1)O2 (stereo not given in full)
  A: 90.3 | B: 63.7 | C: 99.0 | D: 92.2 | E: 82.2 | F: 98.1 | G: 69.5 | H: 80.7
#7 COc1ccc(/C=C/c2nc3ccccc3c3nnc(-c4ccc(Cl)cc4)n23)cc1
  A: 82.0 | B: 58.7 | C: 68.3 | D: 92.7 | E: 28.6 | F: 51.7 | G: 69.2 | H: 89.0
#8 CC(=C\c1ccccc1)/C=C1/NC(=O)NC1=O
  A: 90.1 | B: 86.2 | C: 100.6 | D: 100.6 | E: 92.5 | F: 103.2 | G: 93.3 | H: 102.9
#9 CCOc1ccc(/C=C2\N=C(C)N(CCc3ccc(S(N)(=O)=O)cc3)C2=O)cc1
  A: 97.6 | B: 126.2 | C: 87.5 | D: 98.4 | E: 80.2 | F: 108.9 | G: 92.7 | H: 93.9
#10 O=C1C(Cl)=C(NCCCN2CCOCC2)C(=O)c2ccccc21
  A: 120.1 | B: 39.2 | C: 90.9 | D: 106.1 | E: 60.3 | F: 63.9 | G: 88.4 | H: 78.3
#11 COC(=O)c1nc(N)nc(C(=O)OC)c1C(=O)c1ccc2ccccc2c1
  A: 90.8&117.4 | B: 92.4&102.4 | C: 101.5&105.0 | D: 102.3&105.2 | E: 109.2&110.6 | F: 105.6&108.5 | G: 103.6&145.5 | H: 100.4&113.5
#12 COc1cc(C2CC(c3ccc(C)cc3)=NN2C=O)ccc1Oc1nc2c(c(=O)n(C)c(=O)n2C)n1C (stereo not given)
  A: 114.6 | B: 85.7 | C: 83.8 | D: x | E: 88.3 | F: 62.7 | G: 67.2 | H: 72.1
#13 CC1=N/C(=C\c2ccc(Cl)cc2)C(=O)N1CCc1ccc(S(=O)(=O)NC(=S)NCc2ccccc2)cc1
  A: 97.1 | B: 85.8 | C: 111.3 | D: 88.6 | E: 102.3 | F: 120.8 | G: 97.0 | H: 106.4
#14 CN(C)CCNC(=O)c1cccnc1Nc1cc2ccccc2cc1C(=O)O
  A: 108.6 | B: x | C: 97.5 | D: 97.4 | E: 99.0 | F: 109.4 | G: 81.0 | H: 107.8
#15 COc1ccc2oc(=O)cc(CC(=O)NCCc3c[nH]c4ccccc34)c2c1
  A: 89.7 | B: 102.8 | C: 106.3 | D: 108.0 | E: 113.2 | F: 108.9 | G: 92.0 | H: 105.0

Four entries from above, with one line to a screen:
#2 CCC1C(C)(C)c2ccc(C)cc2C1(C)C (stereo not given)
#1 COc1ccc(NC(=O)Nc2ccc(OCC(=O)N=Nc3c(O)[nH]c4ccc([N+](=O)[O-])cc34)cc2)cc1
#9 CCOc1ccc(/C=C2\N=C(C)N(CCc3ccc(S(N)(=O)=O)cc3)C2=O)cc1
#3 CCCCCCCCC/C=N/Nc1ccc([N+](=O)[O-])cn1

assay / entry,2,1,9,3
HOP-62,93.8,40.7,97.6,107.0
SR,89.6,92.4,126.2,89.9
CCRF-CEM,97.0,93.7,87.5,88.8
HOP-92,91.3,53.5,98.4,x
K-562,x,95.7,80.2,102.4
MDA-MB-435,105.0,105.6,108.9,99.3
MOLT-4,100.3,100.1,92.7,97.5
RPMI-8226,97.0,109.6,93.9,93.9

The main list resumes, starting four compounds before the break.
Letters – A = HOP-62; B = SR; C = CCRF-CEM; D = HOP-92; E = K-562; F = MDA-MB-435; G = MOLT-4; H = RPMI-8226
#12 COc1cc(C2CC(c3ccc(C)cc3)=NN2C=O)ccc1Oc1nc2c(c(=O)n(C)c(=O)n2C)n1C (stereo not given)
  A: 114.6 | B: 85.7 | C: 83.8 | D: x | E: 88.3 | F: 62.7 | G: 67.2 | H: 72.1
#13 CC1=N/C(=C\c2ccc(Cl)cc2)C(=O)N1CCc1ccc(S(=O)(=O)NC(=S)NCc2ccccc2)cc1
  A: 97.1 | B: 85.8 | C: 111.3 | D: 88.6 | E: 102.3 | F: 120.8 | G: 97.0 | H: 106.4
#14 CN(C)CCNC(=O)c1cccnc1Nc1cc2ccccc2cc1C(=O)O
  A: 108.6 | B: x | C: 97.5 | D: 97.4 | E: 99.0 | F: 109.4 | G: 81.0 | H: 107.8
#15 COc1ccc2oc(=O)cc(CC(=O)NCCc3c[nH]c4ccccc34)c2c1
  A: 89.7 | B: 102.8 | C: 106.3 | D: 108.0 | E: 113.2 | F: 108.9 | G: 92.0 | H: 105.0
#16 CC1(C)CC[C@]23CC[C@]4(C)[C@H](CC[C@@H]5[C@@]6(C)C[C@@H](C=NCCO)C(=O)C(C)(C)[C@@H]6CC[C@]54C)[C@H]2[C@H]1OC3=O
  A: 101.9 | B: 86.6 | C: 90.6 | D: 105.2 | E: 89.1 | F: 100.6 | G: 83.7 | H: 85.3
#17 CCC(C(=O)O)(C(=O)O)c1ccccc1
  A: 105.2 | B: 133.2 | C: 100.7 | D: 103.4 | E: 124.4 | F: 110.0 | G: 134.7 | H: 98.7
#18 CCOC(=O)CSc1nc2sc3c(c2c(=O)n1-c1ccccc1)CCC(C)C3 (stereo not given)
  A: 89.0 | B: 167.1 | C: 112.5 | D: 80.5 | E: 128.4 | F: 100.7 | G: 130.3 | H: 115.6
#19 O=C(Cn1cnc2ccccc21)Nc1cccc2cccnc12
  A: 99.9 | B: 70.8 | C: 70.7 | D: 88.4 | E: 79.7 | F: 95.4 | G: 84.3 | H: 64.1
#20 COc1ccc(N=Nc2cc(-c3ccc(Cl)cc3)oc2O)cc1
  A: 108.6 | B: x | C: 107.7 | D: 99.7 | E: 100.8 | F: 104.7 | G: 114.7 | H: 104.0
#21 C#CCn1cc(-c2nc3ccccc3[nH]2)c2cccnc21
  A: 94.9 | B: 89.2 | C: 105.9 | D: 92.2 | E: 87.4 | F: 103.8 | G: 94.2 | H: 91.8
#22 NC(=S)Nc1ccc(C(=O)O)cc1
  A: 98.2 | B: 116.2 | C: 95.5 | D: 88.1 | E: 120.5 | F: 118.7 | G: 119.2 | H: 97.2
#23 CCCCCCCCCCCCC(C(=O)OCC)C(=O)OCC
  A: 103.4 | B: 100.1 | C: x | D: 121.5 | E: 111.4 | F: 88.8 | G: 102.6 | H: 111.1
#24 COc1ccccc1/C=N/N1CCCCCC1
  A: 108.1 | B: 75.8 | C: 107.8 | D: 96.0 | E: x | F: 102.9 | G: 96.1 | H: 110.3
#25 N#CC(C#N)N=Nc1ccccc1Cl
  A: 92.1 | B: 102.0 | C: 105.8 | D: 104.4 | E: 94.1 | F: 109.1 | G: 102.7 | H: 98.6
#26 CCCCCN(c1ccc(C(=O)OCC)cc1)S(=O)(=O)c1ccc(C)cc1
  A: 106.0 | B: 96.5 | C: 80.2 | D: 26.2 | E: 79.1 | F: 94.4 | G: 81.0 | H: 77.7
#27 NC(=O)COCCO
  A: 112.4 | B: 93.4 | C: 108.5 | D: 117.1 | E: 101.7 | F: 106.4 | G: 126.8 | H: 111.9
#28 CN1C(C)(C)CC(O)(C(=O)O)CC1(C)C
  A: 93.3 | B: x | C: x | D: 90.8 | E: 104.9 | F: 96.8 | G: 102.3 | H: 100.9
#29 O=C(Nc1ccc(NC(=O)c2cc(S(=O)(=O)NC3CCCCC3)c(O)c(O)c2O)cc1)c1cc(S(=O)(=O)NC2CCCCC2)c(O)c(O)c1O
  A: 86.6 | B: 80.5 | C: 73.6 | D: 92.6 | E: x | F: 101.2 | G: 101.7 | H: 82.1
#30 COc1ccc(-n2c(-c3ccccc3)c(-c3ccccc3)c3c(SCC(=O)n4nc(C)cc4C)ncnc32)cc1
  A: 79.4 | B: 97.2 | C: 85.7 | D: 57.4 | E: 59.2 | F: 95.1 | G: 96.2 | H: 57.4
#31 CSc1ccc(N(C)c2nc(C)nc3c2CCC3)cc1
  A: 2.7* | B: 1.9* | C: 8.1* | D: -17.0* | E: 5.5* | F: -12.8* | G: 6.5* | H: 23.5
#32 Cc1ccc(Cc2ccc(C)cc2)cc1
  A: 98.1 | B: 101.7 | C: x | D: 97.5 | E: 100.8 | F: 97.5 | G: 97.2 | H: 106.4
#33 COc1ccc(C(=O)/C=C/Nc2ccc(S(=O)(=O)O)cc2)cc1
  A: 116.8 | B: 97.5 | C: 118.4 | D: 116.5 | E: 111.9 | F: 110.6 | G: 111.1 | H: 113.3
#34 COc1cc2nc(-c3ccc(C(F)(F)F)cc3)cc(OCCCN3CCOCC3)c2cc1OC
  A: 51.9 | B: 16.5 | C: 37.5 | D: 11.2 | E: 11.5 | F: -26.0* | G: 44.9 | H: 10.8
#35 Cn1cc(-c2nonc2-c2cn(C)c3ccc(F)cc23)c2cc(F)ccc21
  A: 45.6 | B: 31.8 | C: 33.6 | D: 66.0 | E: 12.6 | F: -4.5* | G: 29.1 | H: 81.4
#36 Clc1ccc(-n2ccnc2)c(-n2cnnn2)c1
  A: 106.6 | B: 85.1 | C: x | D: 127.7 | E: 100.3 | F: 99.8 | G: 101.6 | H: 95.5
#37 O=C1/C(=C/c2ccccn2)NC(=S)N1c1cccc(Br)c1
  A: 108.8 | B: 109.2 | C: 106.8 | D: 117.8 | E: 114.2 | F: 101.6 | G: 102.9 | H: 106.8
#38 O=C(O)c1ccc(-n2cc(CNc3ccccc3)c(-c3ccc(F)cc3)n2)cc1
  A: 106.0 | B: 84.7 | C: 73.9 | D: 87.9 | E: 57.2 | F: 89.8 | G: 68.0 | H: 47.0
#39 COc1cc2c(=O)n(CCCCl)c3c4cc5c(cc4ccc3c2cc1OC)OCO5
  A: 71.8 | B: 41.8 | C: 40.8 | D: 71.6 | E: 61.1 | F: 92.6 | G: 56.5 | H: 50.7

Compounds were not picked by outcome; any-hit rate near 14%.
